# Screens from PubChem.
# Tau fil binding: tau filament binding; P10636; recombinant tau filaments, thioflavin S fluorescence, 15 h; filaments grown with octadecylsulfate alongside compound; Potency, µM (titrated, usually from 57.1 µM), without a hit: top-dose activity change, negative = inhibition; hit rate 2% among 71,000; AID 596;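 note: potency is the fitted concentration of half-maximal effect; % is set by controls: 0 for no effect and ±100 for the full control effect; actives lower thioflavin S fluorescence by blocking filaments or displacing dye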
#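 Quantitative HTS: thioflavine S signal from ODS-induced tau filaments, excited at 450 nm, emission 510 nm. Conditions: 1 uM tau, 30 uM ODS, 15 h at 37 C, pH 7.4.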
# HADH2 inhib: HADH2 (human) dehydrogenase inhibition. Q99714. recombinant HADH2, NADH fluorescence, beta-hydroxybutyryl-CoA. Potency, µM (series often up to 57.1 µM), without a hit: top-dose activity change, negative = inhibition, most hits filed as inhibitors. hit rate 3.4% among 73,000. AID 886; note: potency is the fitted concentration of half-maximal effect; % is set by controls: 0 for no effect and ±100 for the full control effect; nearly all actives have a fitted effect of over 60% in size; many of its hits are not listed in these tables
# Target sequence (Q99714 whole entry, looked up, one chain of several): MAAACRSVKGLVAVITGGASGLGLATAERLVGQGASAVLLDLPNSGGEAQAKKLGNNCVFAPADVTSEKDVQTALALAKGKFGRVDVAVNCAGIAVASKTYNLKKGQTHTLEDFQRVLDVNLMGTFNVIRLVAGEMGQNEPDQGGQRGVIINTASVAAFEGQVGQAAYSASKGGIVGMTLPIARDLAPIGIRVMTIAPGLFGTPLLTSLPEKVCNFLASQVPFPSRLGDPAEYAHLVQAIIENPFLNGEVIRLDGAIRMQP
#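 Activity measured as NADH fluorescence gain (360/450 nm), taken as the change between first and last reads of a 4-min kinetic run. Conditions: pH 9.0 Tris buffer, 20 nM E. coli-expressed His-tagged enzyme, 1 mM NAD+, 90 uM beta-hydroxybutyryl-CoA; 15-min compound preincubation.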
# GFP derepression: derepresses silenced GFP locus in mouse C127i cells; mouse C127i GFP locus derepression, cytometry, 30 h; Potency, µM (titrated, usually from 46.1 µM), for inactives: top-dose GFP derepression (activation); hit rate 0.09% among 68,000; note: % of control where 0% means no effect
#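 Read-out is the number of GFP-positive cells, scored as fluorescent objects 20 to 120 um wide, reflecting derepression of a silenced CMV-GFP reporter in murine C127i cells after 30 h compound exposure at 37 C.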
# 15-hLO inh: blocks human 15-lipoxygenase activity; purified 15hLO-1, xylenol orange hydroperoxide absorbance; P16050; Potency, µM (titrated, usually from 57.1 µM), inactives show at the highest dose activity change, negative = inhibition, usual class: inhibitors; hit rate 1.4% among 74,000; note: potency is the fitted concentration of half-maximal effect; % is set by controls: 0 for no effect and ±100 for the full control effect; nearly all actives have a fitted effect of over 55% in size
#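 Purified human 15hLO-1 (40 nM) in 25 mM Hepes pH 7.5, 0.01% Triton X-100, preincubated 15 min RT with compound, then 50 uM arachidonic acid for 6 min. Hydroperoxide read by ferrous/xylenol orange, 30 min; 573/405 nm absorbance ratio gave progress.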
# ERK AVP inh: inhibitors of vasopressin-stimulated ERK signaling pathway; Potency, µM (titrated, usually from 57.5 µM), inactives show top-dose activity, negative = inhibition, most hits filed as inhibitors; HEK293-V1b, vasopressin-stimulated pERK AlphaScreen; hit rate 0.99% among 72,000; AID 995; note: potency is the fitted concentration of half-maximal effect; % is set by controls: 0 for no effect and ±100 for the full control effect; nearly all actives have a fitted effect of over 55% in size
#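 Phosphorylated ERK1/2 detected via AlphaScreen bead proximity in lysates of V1b-expressing HEK293 cells given 25 nM vasopressin for 5 min after 30 min compound exposure (37 °C). AC50 from Hill equation; basal DMSO 0%, vasopressin 100%.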
# CRE Fsk mod: CRE-bla signaling modulation under forskolin stimulation; Potency, µM (doses to about 38.2 µM), inactives show at the top dose activity change, negative = inhibition, most hits filed as activators; hit rate 2.5% among 71,000; CHO CRE-bla reporter (cAMP response element driving beta-lactamase), forskolin EC10, beta-lactamase ratio; active = well fitted activation curve with a large enough effect in the signal ratio, with a control signal flat, not every such curve was filed as active; inconclusive = small, poorly fitted or top-dose-only effect, or effect the other way, or a change in a side signal; the % refers to the signal ratio; note: potency is the fitted concentration of half-maximal effect; % of control where 0% means no effect
#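 Reporter-gene assay: CHO cells with beta-lactamase behind cAMP responsive elements, co-treated with compound and EC10 NKH 477 for 3 hours at 37 degrees Celsius. Activity came from the 460/530 nm CCF4 emission ratio.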
# Ub-GFP proteasome: proteasome inhibitors stabilizing ubiquitin-GFP reporter; AID 526; 67,000 tested, under 10 active; Potency, µM (top dose mostly 45.9 µM), inactives show at the highest dose activation (GFP accumulation), most hits filed as activators; Ubiquitin-GFP reporter cells, proteasome inhibition, GFP fluorescence; response scale: untreated = 0%, 10 µM MG-132 = 100%; active = well fitted activation curve with a large enough effect, not every such curve was filed as active; inconclusive = small, poorly fitted or top-dose-only effect, or another doubt; inactive = no such curve, though single readings can be large or run the other way; note: potency is the fitted concentration of half-maximal effect
#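 Proteasome blockade was scored as a rise in GFP-expressing U2OS cells carrying a ubiquitin(G76V)-GFP construct, imaged after 4 hr compound treatment at 37 °C across a 46 uM–2.9 nM series.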
# FLuc inh: firefly luciferase inhibition. P08659. purified firefly luciferase, luminescence, 8 min. Potency, µM (doses to about 57.1 µM), for the others: at the highest dose activity change, negative = inhibition, usual class: inhibitors. hit rate 2.2% among 72,000. AID 411; note: potency is the fitted concentration of half-maximal effect; % is set by controls: 0 for no effect and ±100 for the full control effect; nearly all actives have a fitted effect of over 40% in size
# Target sequence (P08659 whole entry, looked up): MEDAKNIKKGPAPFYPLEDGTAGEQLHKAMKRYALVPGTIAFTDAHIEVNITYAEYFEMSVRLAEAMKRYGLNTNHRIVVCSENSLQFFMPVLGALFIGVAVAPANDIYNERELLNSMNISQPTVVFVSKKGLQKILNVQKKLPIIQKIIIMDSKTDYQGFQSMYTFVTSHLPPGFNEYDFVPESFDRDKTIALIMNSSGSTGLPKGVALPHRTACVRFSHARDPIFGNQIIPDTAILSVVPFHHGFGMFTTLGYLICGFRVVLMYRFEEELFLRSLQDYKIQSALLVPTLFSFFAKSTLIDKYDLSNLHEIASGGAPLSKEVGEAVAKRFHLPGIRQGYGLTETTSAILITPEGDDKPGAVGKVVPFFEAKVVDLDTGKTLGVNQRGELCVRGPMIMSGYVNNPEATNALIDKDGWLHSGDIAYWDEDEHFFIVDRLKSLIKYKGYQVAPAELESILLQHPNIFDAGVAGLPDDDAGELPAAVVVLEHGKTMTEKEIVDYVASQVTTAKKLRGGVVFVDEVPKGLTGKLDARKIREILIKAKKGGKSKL
#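 Compounds were tested as concentration series (qHTS) against purified P. pyralis luciferase with luciferin and 10 uM ATP in 50 mM imidazole pH 7.2, 50 mM KCl, 7 mM MgCl2, 0.01% Tween 20, 0.05% BSA. Luminescence was read after 8 min at ambient temperature.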
# DNA Pol III inh: DNA polymerase III holoenzyme inhibition; hit rate 0.25% among 71,000; Potency, µM (titrated, usually from 57.1 µM), for the others: top-dose activity change, negative = inhibition; reconstituted DNA polymerase III holoenzyme replication, biochemical; note: potency is the fitted concentration of half-maximal effect; % is set by controls: 0 for no effect and ±100 for the full control effect
#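 Reconstituted *E. coli* holoenzyme (0.35 nM Pol III, 1 nM beta, 154 nM SSB, 2 nM primase) was preincubated with compound for 15 min at RT. Synthesis on 1.4 nM ssM13Gori ran 35 min, then was stopped with PicoGreen/EDTA and read as dsDNA fluorescence.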
# Hsp90 Hop PPI: changes Hsp90-Hop TPR2A binding signal, up or down | AID 595 | AlphaScreen TPR2A-His6 binding biotin-Hsp90 C-terminal peptide | Potency, µM (highest dose often 57 µM), inactives show at the highest dose activity change, negative = inhibition | hit rate 0.44% among 71,000; active = well fitted curve in either direction with a large enough effect; inconclusive = small, poorly fitted or top-dose-only effect, or another doubt; note: potency is the fitted concentration of half-maximal effect; % is set by controls: 0 for no effect and ±100 for the full control effect; many of its hits are not listed in these tables
# HBB splice mod: modulators of hemoglobin beta chain splicing. HBB splicing reporter cell assay, activation; EGFP reporter with mutant IVS2-654 intron; response scale: normalised to 500 nM splice-correcting PNA. hit rate 0.06% among 65,000. Potency, µM (doses to about 46.1 µM), without a hit: at the top dose activation, most hits filed as activators; note: potency is the fitted concentration of half-maximal effect; 0% is about no effect
#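 Compounds were applied for 2 days to HeLa EGFP-654 cells, 500/well in Optimem with 2% FCS. The reporter's EGFP is disrupted by mis-splicing of beta-globin intron IVS2-654. Readout: summed well GFP fluorescence from 488 nm laser scanning; reference was 500 nM antisense […] 654 PNA.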
# * = called active by the depositor; ? = inconclusive; · = not tested or not shown; & = joins results of further samples; [ ] = another dose, or the depositor's remark. Unless noted, calls come from the whole dose curve; as a rule, active = well fitted curve in the direction sought with a large enough effect; inconclusive = small, poorly fitted or top-dose-only effect, or another doubt; inactive = no such curve, though single readings can be large; an effect the other way counts as inactive or inconclusive.
# Letters: A = Tau fil binding; B = HADH2 inhib; C = GFP derepression; D = 15-hLO inh; E = ERK AVP inh; F = CRE Fsk mod; G = Ub-GFP proteasome; H = FLuc inh; I = DNA Pol III inh; J = Hsp90 Hop PPI; K = HBB splice mod
Cc1ccc(NC(=O)C2C3C=CC4(CN(Cc5cccnc5)C(=O)C24)O3)cc1F (centres undefined)
  A: -7% | B: -6% | C: 0% | D: 3% | E: -8% | F: -5% | G: 11% | H: 1% | I: -4% | J: -4% | K: 0.6%

O=C(Nc1ccc(N2CCN(C(=O)c3ccco3)CC2)cc1)c1ccc(F)cc1
  A: -17% | B: 1% | C: 1% | D: -9% | E: -2% | F: -4% | G: 5% | H: 1% | I: -3% | J: -11% | K: ·

O=C(CCn1c(=O)sc2ccccc21)Nc1nccs1
  A: -5% | B: 5% | C: 1% | D: 8% | E: 19% | F: ? | G: 0% | H: 20µM* | I: -7% | J: -2% | K: -3.2%

COCCn1nnnc1C(CC(C)C)N1CCN(C(=O)c2ccco2)CC1 (centres undefined)
  A: -2% | B: 6% | C: -3% | D: -6% | E: -10% | F: 2% | G: 1% | H: -1% | I: -1% | J: 1% | K: 0.5%[57.5 µM]

CC(C)c1cc(NC(=O)CSc2nnc(-c3ccccc3F)n2C)on1
  A: 7% | B: 2% | C: 2% | D: -3% | E: -3% | F: 6% | G: 0% | H: 0% | I: -1% | J: -3% | K: 1.6%[1.84 µM]

Cc1nc2ccc(S(=O)(=O)NC(C(=O)NC3CCCC3)C(C)C)cc2s1 (centres undefined)
  A: -2% | B: 8% | C: · | D: 0% | E: 26% | F: -5% | G: 3% | H: 3% | I: -13% | J: ? | K: -0.8%

Cc1ccc(N2CC(C(=O)Nc3ccncc3)CC2=O)cc1 (centres undefined)
  A: 2% | B: 4% | C: 0% | D: 3% | E: -13% | F: -9% | G: -7% | H: 1% | I: -9% | J: -6% | K: -1.6%

CCN(CC)S(=O)(=O)c1cccc(-c2nnc(SCC(=O)c3cc(C)n(C4CC4)c3C)o2)c1
  A: 4% | B: 3% | C: 0% | D: -4% | E: 17% | F: -5% | G: 0% | H: 1% | I: -4% | J: -7% | K: 1.7%

Cc1ccc(-c2nn(C)c(=O)c3ccccc23)cc1CNS(C)(=O)=O
  A: 8% | B: 9% | C: -2% | D: -5% | E: -13% | F: ? | G: -3% | H: 3% | I: -4% | J: -1% | K: ?

Cc1ccccc1P(=O)(CO)c1ccccc1C
  A: 1% | B: -6% | C: -2% | D: 1% | E: 7% | F: 0% | G: -12% | H: -1% | I: -2% | J: -3% | K: 0.7%

COc1ccccc1NC=C1C(=O)OC(C)(C)OC1=O
  A: 2% | B: -12% | C: 0% | D: 0% | E: -22% | F: 26% | G: 11% | H: 16µM* | I: -4% | J: -2% | K: 0.6%

COc1ccc(NC(=O)c2cnc3ccccn3c2=O)cc1OC
  A: 2% | B: 0% | C: · | D: 4% | E: · | F: ? | G: -3% | H: -16% | I: -2% | J: -1% | K: 1.5%

COc1ccc(C(=O)N2CCCC(c3nc(-c4cccs4)no3)C2)cc1 (centres undefined)
  A: -5% | B: -2% | C: 5% | D: -1% | E: -17% | F: 3% | G: 2% | H: 1% | I: -6% | J: -2% | K: -2.7%

CC(C)(C)c1nc(NCC2CCCO2)c2nnn(Cc3ccccc3)c2n1 (centres undefined)
  A: -9% | B: 14% | C: 1% | D: -4% | E: 13% | F: 8% | G: -1% | H: -2% | I: -2% | J: 1% | K: ·

O=C(Nc1nncs1)c1c(F)c(F)c(F)c(F)c1F
  A: 2% | B: ? | C: -1% | D: 4% | E: -19% | F: -12% | G: -2% | H: 0% | I: 2% | J: -4% | K: -0.5%

O=C(C1=C(O)C(=O)N(CCN2CCOCC2)C1c1ccccn1)c1cccs1 (centres undefined)
  A: 167% | B: -10% | C: 2% | D: -26% | E: 1% | F: 7% | G: 0% | H: 2% | I: -12% | J: ? | K: -0.3%

COC(=O)c1c(NC(=O)c2cccs2)sc2c1CCCC2
  A: 27% | B: ? | C: 1% | D: -27% | E: 64%[activator] | F: ? | G: 6% | H: -2% | I: -3% | J: 25% | K: ·

CC1CC(C)CN(CCCn2c(=S)[nH]c3ccccc3c2=O)C1 (centres undefined)
  A: 0% | B: 2% | C: 0% | D: 6% | E: 7% | F: 0% | G: 5% | H: 1% | I: 4% | J: 2% | K: -0.8%

CCOC(=O)c1cc2cc(C)ccc2[nH]1
  A: -11% | B: 48%[activator] | C: 2% | D: -4% | E: -6% | F: ? | G: 2% | H: -9% | I: -2% | J: 5% | K: 5.5%[1.84 µM]

CCc1nnc(NC(=O)c2ccncc2)s1
  A: -3% | B: -18% | C: -4% | D: 3% | E: -10% | F: 1% | G: ? | H: -4% | I: 1% | J: -1% | K: 1.2%[1.84 µM]

CN(C1CCS(=O)(=O)C1)S(=O)(=O)c1ccc(N2CCCC2=O)cc1 (centres undefined)
  A: -1% | B: 2% | C: -2% | D: 1% | E: -17% | F: 3% | G: -7% | H: 3% | I: -2% | J: 0% | K: 0.7%

O=C(NC1CCCCCCC1)c1ccco1
  A: -1% | B: 7% | C: -5% | D: 1% | E: -4% | F: 19% | G: 23% | H: -2% | I: -8% | J: 3% | K: -1.5%

CN(C)c1cc(O)c(C(=S)Nc2ccccc2)c(N(C)C)c1
  A: -56% | B: -10% | C: 0% | D: -2% | E: 17% | F: 5% | G: 6% | H: -21% | I: 3% | J: -28% | K: -0.5%

CC(CN(C)Cc1ccccc1)OC(=O)c1ccc2c(c1)OCCO2 (centres undefined)
  A: -9% | B: 10% | C: 0% | D: 2% | E: -6% | F: 0% | G: 16% | H: -6% | I: -9% | J: 21% | K: ·

COc1cc2c(CCNC(C)=O)c[nH]c2cc1Cl
  A: ? | B: -3%&8% | C: -1%&-1% | D: -6% | E: ? | F: 5%&1% | G: -4%&-7% | H: -16%&-7% | I: -5%&-4% | J: 0%&-6% | K: 1.3%

NC(=O)C1CCCN(S(=O)(=O)c2ccccc2)C1 (centres undefined)
  A: 0% | B: -24% | C: 0% | D: 16% | E: -19% | F: 2% | G: 3% | H: 0% | I: 3% | J: 1% | K: 1.2%

CCC(C)(C)n1nnnc1C(c1cc2cc(OC)c(OC)cc2[nH]c1=O)N1CCc2ccccc21 (centres undefined)
  A: 4% | B: 2% | C: -1% | D: -14% | E: -5% | F: ? | G: -2% | H: -16% | I: -2% | J: -17% | K: -1.1%

CCCC(=O)Nc1c(O)c2ccccc2[nH]c1=O
  A: 0% | B: ? | C: -2% | D: 6% | E: -6% | F: 6% | G: 11% | H: 2% | I: 2% | J: -1% | K: -0.2%[57.5 µM]

COC(=O)C1=C(N)Oc2cc(C)n(Cc3cccnc3)c(=O)c2C1c1ccc(OC)c(OC)c1OC (centres undefined)
  A: 6% | B: 11% | C: -3% | D: -6% | E: -5% | F: 7% | G: 3% | H: 1% | I: -9% | J: -6% | K: 1.5%

Cc1nn(CC(O)COc2ccc3c(c2)CCC3)c(C)c1C (centres undefined)
  A: -7% | B: 11% | C: 0% | D: -1% | E: -3% | F: -1% | G: -3% | H: -2% | I: -5% | J: -1% | K: -0.8%

# Shown as a hit in FLuc inh, of those listed so far:
Molecule,Tau fil binding,HADH2 inhib,GFP derepression,15-hLO inh,ERK AVP inh,CRE Fsk mod,Ub-GFP proteasome,FLuc inh,DNA Pol III inh,Hsp90 Hop PPI
O=C(CCn1c(=O)sc2ccccc21)Nc1nccs1,-5%,5%,1%,8%,19%,?,0%,20µM*,-7%,-2%
COc1ccccc1NC=C1C(=O)OC(C)(C)OC1=O,2%,-12%,0%,0%,-22%,26%,11%,16µM*,-4%,-2%

# A portion of the library; count on the stated rates, not on these rows.
